Assay outcomes from PubChem.
CHRM5 agonist = CHRM5 agonism in calcium assay; P08912; CHO-K1 hM5 cells, Fluo-8 calcium fluorescence; 0% DMSO wells, 100% maximal acetylcholine response; activation, % at 3 µM; 360,000 compounds, 0.19% hits; AID 624037;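 active means activation above the run's mean over test compounds plus 3 SD, cut at about 23% in these data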;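 further: signal is peak over basal fluorescence ratio across the kinetic read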
CHRM4 agonist = CHRM4 agonism in calcium assay. CHO-K1 hM4/Gqi5, Fluo-8 calcium fluorescence; vehicle 0%, full acetylcholine response 100%. activation, % at 3 µM. 360,000 compounds, 0.14% hits;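 active means activation above the run mean over all test wells plus 3 SD, cut at about 32% in these data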;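 further: peak over basal fluorescence ratio per well then scaled between controls; 0% = DMSO wells and 100% = acetylcholine at EC100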
CHRM4 PAM = potentiates acetylcholine response at human M4 receptor | activation, % at 3 µM | CHO-K1 hM4/Gqi5, Fluo-8 calcium fluorescence, ACh EC20; 0% = ACh EC20, 100% = maximal ACh | AID 624126 | 360,000 compounds, 0.4% hits | P08173;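 active means activation above its plate's cutoff, the mean activation of sample wells plus 3 SD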; further: some results filed as inactive read as strong as hits
M5 antag = CHRM5 antagonism in calcium assay; CHO-hM5 cells, Fluo-8 calcium fluorescence, ACh EC80; inhibition, % at 3 µM; 360,000 compounds, 0.59% hits; AID 624040;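 active means inhibition above a per-plate cutoff, the mean of that plate's test compounds plus 3 SD, cut at about 27% in these data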;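 further: 0% = acetylcholine EC80 with DMSO and 100% = DMSO without agonist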
CHRM5 PAM = CHRM5 positive allosteric modulation; activation, % at 3 µM; CHO-K1 hM5, Fluo-8 calcium, ACh EC20 PAM; 0% = ACh EC20, 100% = ACh EC100; P08912; 360,000 compounds, 0.3% hits;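 active means activation above the run cutoff, the mean activation of all test compounds plus 3 SD, cut at about 18% in these data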
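Test system: CHO-K1 hM5 cells / Doses: single-point, 3 µM nominal / Times: Post-acetylcholine fluorescence recording 140 s / Technique: Fluo-8 calcium fluorescence / Measure: Max/basal fluorescence ratio as % of EC20–EC100 ACh window / Benchmarks: low control EC20 acetylcholine (0%), high control EC100 acetylcholine (100%) / Replicates: one well per compound, no replicates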
CRFR2-BP ag = agonists of human CRF-binding protein/CRF-R2 receptor complex; HEK293 CRF-R2/CRF-BP, calcium dye fluorescence (FLIPR); percent of saturating CRF peptide response; activation, % at 13.2 µM; 350,000 compounds, 0.46% hits; AID 588473;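 active means activation of at least 50%, plus an integration ratio under a set limit after plate pattern correction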;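 further: plate controls were neutral control wells without compound for no effect and CRF at EC100 for full effect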
IDE cell inh = inhibits human insulin-degrading enzyme in HEK cells. 320,000 compounds, 0.41% hits. P14735. AID 434962. inhibition, % at 5.59 µM. FAbetaB cleavage, fluorescence polarization;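 active means percent inhibition above the average of all tested compounds plus 3 SD, set per screening campaign, cut at about 16% in these data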;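 further: IDE supplied by intact live HEK cells; FP after avidin binding of uncleaved biotin substrate so inhibition keeps polarization high; 0% = DMSO wells and 100% = 60 µM reference IDE inhibitor Ii1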
Target sequence (P14735 whole entry, looked up): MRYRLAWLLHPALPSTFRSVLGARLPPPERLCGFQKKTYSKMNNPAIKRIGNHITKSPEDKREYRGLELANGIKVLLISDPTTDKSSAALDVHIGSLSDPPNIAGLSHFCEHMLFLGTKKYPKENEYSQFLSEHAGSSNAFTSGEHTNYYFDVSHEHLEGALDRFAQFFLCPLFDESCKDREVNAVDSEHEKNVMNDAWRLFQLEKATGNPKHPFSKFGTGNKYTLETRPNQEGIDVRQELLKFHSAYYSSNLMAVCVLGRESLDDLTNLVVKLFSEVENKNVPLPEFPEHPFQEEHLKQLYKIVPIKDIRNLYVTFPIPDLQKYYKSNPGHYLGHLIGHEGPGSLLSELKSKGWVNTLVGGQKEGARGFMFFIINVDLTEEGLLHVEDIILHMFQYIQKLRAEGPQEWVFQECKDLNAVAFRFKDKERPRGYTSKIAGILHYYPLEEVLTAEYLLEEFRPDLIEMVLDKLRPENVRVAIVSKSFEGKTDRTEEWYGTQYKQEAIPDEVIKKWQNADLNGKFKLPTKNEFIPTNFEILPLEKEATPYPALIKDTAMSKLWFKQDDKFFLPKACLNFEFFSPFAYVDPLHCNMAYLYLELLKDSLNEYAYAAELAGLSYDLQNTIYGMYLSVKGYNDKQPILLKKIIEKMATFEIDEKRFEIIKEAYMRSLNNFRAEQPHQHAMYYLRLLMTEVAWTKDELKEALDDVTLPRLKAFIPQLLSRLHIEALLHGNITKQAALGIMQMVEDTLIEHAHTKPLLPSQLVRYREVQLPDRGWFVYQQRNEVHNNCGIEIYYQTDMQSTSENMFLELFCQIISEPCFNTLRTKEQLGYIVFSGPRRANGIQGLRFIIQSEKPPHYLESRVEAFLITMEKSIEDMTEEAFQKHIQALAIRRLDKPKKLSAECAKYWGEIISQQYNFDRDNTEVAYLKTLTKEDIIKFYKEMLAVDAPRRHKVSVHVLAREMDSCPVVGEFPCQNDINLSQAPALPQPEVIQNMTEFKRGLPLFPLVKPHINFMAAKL
M4 antag = blocks acetylcholine activation of human M4 receptor; CHO-hM4 cells, ACh EC80, Fluo-8 calcium fluorescence; 360,000 compounds, 0.73% hits; inhibition, % at 3 µM; AID 624125; P08173;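 active means inhibition above its plate's cutoff, the mean inhibition of sample wells plus 3 SD, cut at about 27% in these data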;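 further: 0% = acetylcholine EC80 with DMSO and 100% = DMSO without agonist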
CRFBP-R2 block = blocks CRF-induced signaling of the CRF-BP/CRF-R2 complex; inhibition, % at 11.8 µM; HEK293 CRF-R2/CRF-BP, CRF-induced calcium fluorescence; AID 588475; 350,000 compounds, 0.59% hits;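 active means inhibition of the ligand-induced calcium signal above about 50% at the single tested concentration, limit read from the data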
The depositor's hits bear a star; . = not tested or not shown.

SMILES	CHRM5 agonist	CHRM4 agonist	CHRM4 PAM	M5 antag	CHRM5 PAM	CRFR2-BP ag	IDE cell inh	M4 antag	CRFBP-R2 block
O=C(NCc1cccc(C(F)(F)F)c1)C1CC(c2c(Cl)cccc2Cl)=NO1 (stereo unspecified)	-7	11	0	1	-5	-1.2	-1	-17	-3
O=C(Nc1nc2ccccc2[nH]1)c1cc(F)cc(F)c1	0	1	5	10	2	-0.2	-7	6	-9
COc1ccc(OCC(=O)O/N=C(\N)c2ccc(OC)c(OC)c2)cc1	-4	1	-6	1	-2	-1.0	2	8	15
COC(=O)CNc1nc(OC)nc(N(C)C)n1	-1	0	-3	5	13	0.8	6	3	21
CNc1nc2c(C)cccn2c(=O)c1C=NCc1ccccc1	-4	2	11	-5	8	-6.0	4	-3	19
Cc1cc(C)c2c(c1)c(C)cc1nnc(SCC(=O)NCc3ccco3)n12	-5	.	-4	20	-6	1.1	-2	5	-16
CCCNC(=O)C(Cc1ccccc1)NS(=O)(=O)c1ccc2c(c1)CCC(=O)N2 (stereo unspecified)	1	1	0	3	-7	0.4	4	-9	2
COCCCN(C(=O)CCOc1ccccc1C)c1c(N)n(Cc2ccccc2)c(=O)[nH]c1=O	3	2	8	1	0	3.5	2	-4	-4
O=C1CN(Cc2nc3cc(Cl)ccc3c(=O)[nH]2)CCN1	-1	14	3	14	-10	2.7	8	4	-12
COc1cc(OC)cc(N2C(=O)CC(N3CCC(C(=O)N4CCCCC4)CC3)C2=O)c1 (stereo unspecified)	-3	1	-8	4	-4	-0.2	.	19	6
COC(=O)Nc1nnc(-c2ccncc2)s1	1	0	0	-5	0	-1.7	-3	-3	-2
CSc1nc2ccccc2n1CC(=O)Nc1cc(C(F)(F)F)ccc1N1CCOCC1	4	3	0	1	7	-0.9	3	10	33
CC(=O)Oc1ccc2c(=O)c(Oc3ccccc3[N+](=O)[O-])coc2c1	1	1	2	-6	0	-8.4	-3	0	21
COc1ccc2cc(C(=O)C3CCCN(Cc4cccc(C)n4)C3)ccc2c1 (stereo unspecified)	-13	9	-21	14	-8	-1.6	10	14	6
O=C(CNC(=O)c1ccccc1)c1ccccc1	3	0	6	8	4	-1.6	2	-6	-6
N/C(=N\OC(=O)CCC1CCCCC1)c1cccnc1	-1	-1	-6	-1	0	-2.4	-5	2	2
COc1ccc2oc(=O)c(NC(=O)C3CCCCC3)cc2c1	-2	0	-9	-3	-3	7.4	4	5	-69
COCCNC(=O)c1ccc(N2CC3CC(C2)c2cccc(=O)n2C3)c(NC(=O)c2c(F)cccc2F)c1 (stereo unspecified)	-4	0	2	4	-2	-0.1	5	-6	-8
COc1cccc(CC(=O)OCC(=O)NCCc2ccc(F)cc2)c1	3	1	7	8	-1	-1.1	-3	0	9
Cc1ccc(NC(=O)CN(C)C(=O)c2cc(-c3ccccc3)nn2-c2ccccc2)cc1	0	1	3	4	-3	1.5	.	-2	4
CC(C)C[C@H]1COCCS(=O)(=O)N1Cc1ccccc1F	-4	-1	0	20	-3	-2.3	10	3	0
COC(=O)c1c(NC(=O)Cc2cccs2)sc(C(=O)N2CCCCC2)c1C	2	5	-15	17	-9	0.4	6	16	-1
COc1ccc(CC(=O)c2ccc(O)cc2O)cc1OC	5	4	3	0	1	0.5	-1	-3	12
COc1ccc(OCc2nc(C#N)c(N3CCN(c4ccc(OC)cc4)CC3)o2)cc1	-1	5	-3	3	-9	-0.7	.	-3	9
Cc1ccc(C(=O)ONc2ccc(N=NC(=O)c3ccccc3O)cc2)cc1	4	0	2	0	5	-7.7	-1	-4	44
CCCCn1c(SCC(=O)N2CCCC2)nnc1-c1ccccc1	-1	0	2	3	0	-1.6	9	0	2
COC(=O)/C=C1\SC(=NC(=O)c2cccc([N+](=O)[O-])c2)NC1=O	-3	1	8	6	5	0.9	2	-2	8
CCS(=O)(=O)N1N=C(c2cccc(NS(C)(=O)=O)c2)CC1c1cccs1 (stereo unspecified)	-6	3	0	8	0	2.9	1	-3	-4
COCCN(CCOC)C(=O)c1cc2c(=O)n3ccccc3nc2s1	-2	0	7	-6	3	13	1	-12	-3
COc1ccc(NS(=O)(=O)c2ccc(C)c(C(=O)O)c2)cc1	2	1	10	-10	11	-1.6	2	0	5
Cc1ccc(-c2nnn(CC(=O)N(CC(=O)NC3CCCC3)c3cccc(F)c3)n2)o1	0	3	10	0	0	-1.1	-2	-8	4
CCN(Cc1ccccc1)C(=O)c1ccc(CNS(=O)(=O)c2ccc(C)cc2)cc1	5	3	-13	-1	-8	1.0	-1	10	7
C=CCC1(CC=C)CCCN1C(=O)c1cc(COc2cccc(C(F)(F)F)c2)on1	-3	2	-9	5	-4	2.2	.	6	-5
Cc1ccccc1N1CCN(C(=O)c2ccc(Oc3ccc(C(F)(F)F)cn3)cc2)CC1	-2	-2	-3	12	-11	8.3	11	-3	19
CCc1ccc(NC(=S)NC2CC3CCCC(C2)N3Cc2ccccc2)cc1 (stereo unspecified)	-6	6	-16	5	-6	-0.6	-3	0	-27
COc1cccc(N2CC(C(=O)Nc3c(C(N)=O)oc4ccccc34)CC2=O)c1 (stereo unspecified)	2	8	-4	3	-4	-1.0	1	5	-1
CCCNC(=O)c1c(N)n(-c2cccc(OC)c2)c2nc3ccccc3nc12	-2	6	-2	10	0	0.0	3	1	3
CCOc1ccc(/C(O)=C2/C(=O)C(=O)N(c3ccccn3)C2c2ccc(C)cc2)c(C)c1 (stereo unspecified)	-4	-1	-2	14	-1	0.0	1	2	10
CCOc1cccc(-c2c(C(=O)N/N=C/c3ccsc3)nnn2-c2nonc2N)c1	16	5	7	-1	2	1.6	-1	-16	-59
CCOC(=O)N1CCC(NC(=O)c2cc(-c3ccc(F)cc3)[nH]c2C)CC1	0	7	0	1	-9	-10	6	2	-54
COC(=O)C1CCN(C(=O)COC(=O)CCc2nc3ccccc3c(=O)[nH]2)CC1	10	1	2	-1	3	0.9	0	4	-22
O=C(COc1cccc2ccccc12)NNC(=O)c1cccs1	-1	0	-3	5	-4	-4.9	6	11	32
CCOc1ccc(S(=O)(=O)N2CCN(C(=S)NCc3ccccc3)CC2)cc1	-2	4	-10	15	-8	15	-7	-1	-6
COc1ccccc1CNC(=O)c1cc(-c2ccccc2)nn1Cc1cc(C)no1	-2	6	0	6	-2	-2.0	5	2	4
CCC/C(O)=C1\C(=O)CC(C)(C)CC1=NCc1ccccc1	-5	7	-11	14	3	-6.5	7	-5	-2
O=C(COc1ccccc1O)NCCN1CCOCC1	-2	1	-1	10	0	0.1	5	-27	1
C/C(CC(=O)Nc1cccc2c1CCCC2)=N\NC=O	0	1	2	-7	-3	-1.7	-1	-9	17
COc1ccc2c(=O)c3c(=O)n(Cc4ccco4)c(-c4ccc(C)cc4)nc3oc2c1	-1	-2	3	-7	4	-0.3	0	-1	8
Cc1nn2c3c(cnc2c1-c1ccccc1)C(=O)CC(c1ccccc1)C3 (stereo unspecified)	-4	1	7	12	-4	1.2	-7	3	-15
Cc1cc(C)nc(NS(=O)(=O)c2ccc(NC(=O)c3cc(=O)c4ccccc4o3)cc2)n1	-3	1	2	-3	4	-1.1	6	-1	-1
COc1ccc(C(=O)Nc2ccc(NC(=O)c3cccs3)c(OC)c2)cc1Cl	-1	4	-4	7	-4	-0.9	5	7	-6
Cc1ccc(CNC(=O)CCc2c(C)[nH]c(=O)c(C#N)c2C)cc1	-2	0	-1	17	-2	-0.6	-5	-1	8
Oc1c(Cl)cc(Cl)cc1C=Nc1ccc(Br)cc1	1	1	5	1	-2	-0.7	0	1	2
Cc1ccc(C(=O)Nc2nc(-c3ccccn3)cs2)s1	-3	6	3	0	2	0.6	6	-1	-4
O=C(Nc1ccc(C(=O)NCCCN2CCN(c3ccccc3)CC2)cc1)C1=CSCCO1	5	12	5	5	-5	14	8	-6	-6
CC(NC(=O)CN1CCN(Cc2ccc(Cl)cc2)C1=O)c1ccc2c(c1)OCCO2 (stereo unspecified)	-1	2	6	-2	0	-0.4	0	-10	5
CCCNC(=O)c1nc(C)n(-c2ccc([N+](=O)[O-])cc2)n1	-2	-1	3	1	5	0.1	0	11	5
CCOC(=O)c1c(C)n(C)c2ccc(OC)c(NC(=O)CN3CCN(C(=O)c4ccco4)CC3)c12	6	4	4	-1	0	1.5	1	-14	0
Cc1ccc(CN2CCC[C@]3(N[C@H](c4ccc(C)cc4)[C@@H]4C(=O)N(C)C(=O)[C@@H]43)C2=O)cc1	0	0	0	2	-2	-0.9	.	8	-5
CCCn1c(O)c(N=NC(=O)CNC(=O)/C=C/c2ccc(OC)cc2)c2ccccc21	-2	1	3	-6	0	1.2	6	-4	-16

Additional entries
SMILES	CHRM5 agonist	CHRM4 agonist	CHRM4 PAM	M5 antag	CHRM5 PAM	CRFR2-BP ag	IDE cell inh	M4 antag	CRFBP-R2 block
CCC(C)C(NC(=O)OC(C)(C)C)C(=O)NC(CC(C)C)C(N)=O (stereo unspecified)	-4	1	7	-2	8	-1.7	10	-8	-29
COc1ccc(OCc2cc(C(=O)N3CCOCC3)no2)c(Cl)c1	-2	1	-8	15	-5	-0.1	1	0	-9
CCOC(=O)c1c(NC(=O)COC(=O)c2ccccc2NC)sc(C(=O)N(C)C)c1C	-4	2	-4	16	0	0.6	3	-2	10
Cc1ccc(S(=O)(=O)C(C)C(=O)c2ccc3c(c2)OCCO3)cc1 (stereo unspecified)	-4	2	-1	0	-3	-1.9	0	15	11
COc1ccc2c(c1)c(=O)oc1c(C)c(OCc3ccc(C(=O)O)cc3)ccc12	0	0	-2	3	-2	1.2	-10	-7	2
COC(=O)c1ccccc1OCC(=O)N1CCN(c2ccc(F)cc2)CC1	1	2	-3	-2	-2	-3.2	2	-6	0
O=C(NCc1cccc(C(F)(F)F)c1)C1CC(c2ccc(C(F)(F)F)cc2)=NO1 (stereo unspecified)	3	4	3	12	-5	1.5	4	-3	10
O=[N+]([O-])c1cc(Br)ccc1C[n+]1ccccc1	-5	1	5	-14	8	1.9	.	-20	8
COc1ccc2c(c1)Cc1sc(NC(=O)c3ccccc3)nc1-2	5	5	18*	3	4	-0.5	14	-8	-26
COc1ccc(NC(=O)CSc2nccn2C)cc1S(N)(=O)=O	-1	0	-6	1	2	-0.9	4	0	11
CC(Oc1ccc(Cl)cc1Cl)c1nc(-c2ccccn2)no1 (stereo unspecified)	-4	2	-2	1	-4	-1.1	2	1	-24
O=C(CSc1nc2ccccc2c(=O)n1Cc1ccc(Cl)cc1)NCc1cccs1	-1	1	-5	-3	0	4.2	7	7	-3
CCOC(=O)c1nn(-c2ccccc2)c(C(=O)OCC)c1N	-1	0	9	4	0	-1.0	2	0	9
Cc1ccc(O)c(NC(=O)CCC2CCCCC2)c1	-4	0	8	1	-6	-1.6	-3	-4	-7
